# D1 allo mod = allosterically modulates the human D1 dopamine receptor; HEK293 D1, CRE-luciferase, dopamine EC30 potentiation; actives deviate in either direction; P21728; 58,000 tested, 5.9% active; AID 641; B-score at 10 µM;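 active means luminescence count or its row- and column-corrected plate score outside the 99.7% band of the plate's sample wells, on either side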
# HER2 expr 66K = inhibitors of human Her2 kinase expression; SKBR-3 HER2 protein level, AlphaScreen, 18-24 h; active compounds read low; HER2 level % of control, % at 10 µM; AID 645; 65,000 tested, 0.69% active; P04626;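 active means HER2 level under 5% of the carrier-only control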;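 further: 100% = DMSO carrier and 0% = 500 nM PU-H71 HSP90 inhibitor; lower value means stronger loss of Her2 protein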
# DUSP1 inh = inhibitors of human MKP-1 phosphatase | recombinant MKP-1, OMFP hydrolysis fluorescence | inhibition, %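 (compounds tested at a single concentration somewhere between 10 and 100 µM)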 | 65,000 tested, 0.15% active;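 active means inhibition above about 50%, limit read from the data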;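 further: 0% = DMSO max control wells and 100% = wells with enzyme stopped by NaOH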
# SF-1 act = activates the human nuclear receptor SF-1; activation, % at 10 µM; CHO-K1 Gal4-SF-1 LBD luciferase reporter; % increase over DMSO SF-1-specific signal; 65,000 tested, 1.9% active;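 active means activation above the mean activation of all tested compounds plus 3 SD, cut at about 50% in these data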
# Target sequence (Q13285 whole entry, looked up, the tested form may be a part): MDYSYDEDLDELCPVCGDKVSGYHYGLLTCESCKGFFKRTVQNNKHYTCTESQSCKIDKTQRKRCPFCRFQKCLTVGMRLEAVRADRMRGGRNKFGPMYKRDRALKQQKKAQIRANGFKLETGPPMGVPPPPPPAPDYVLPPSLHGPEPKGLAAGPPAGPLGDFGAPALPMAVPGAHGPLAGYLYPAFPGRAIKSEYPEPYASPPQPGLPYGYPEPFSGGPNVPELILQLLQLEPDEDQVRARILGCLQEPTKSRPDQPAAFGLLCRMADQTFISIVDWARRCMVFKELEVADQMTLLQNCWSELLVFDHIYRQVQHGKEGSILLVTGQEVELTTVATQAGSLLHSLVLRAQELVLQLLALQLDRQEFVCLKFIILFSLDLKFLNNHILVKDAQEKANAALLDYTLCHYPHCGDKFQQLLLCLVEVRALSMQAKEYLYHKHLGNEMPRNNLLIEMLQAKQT
#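 Test system: CHO-K1 cells co-transfected with Gal4 DBD–human SF-1 LBD, 5xGal4 luciferase reporter. Quantity: 4,000 cells per well. Compound: 10 µM only. Incubation: compound added 1 h post-seeding, 20 h exposure at 37 °C, 5% CO2. Detection: SteadyLite luciferase luminescence. Replication: one test per compound.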
# Cdc25B inh = human M-phase inducer phosphatase 2 inhibition; recombinant Cdc25B, OMFP fluorescence Ex485/Em525; inhibition, %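 (compounds tested at 10 µM final in the well)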; 65,000 tested, 0.1% active; in the data active means inhibition above about 50%
# Target sequence (P30305 whole entry, looked up): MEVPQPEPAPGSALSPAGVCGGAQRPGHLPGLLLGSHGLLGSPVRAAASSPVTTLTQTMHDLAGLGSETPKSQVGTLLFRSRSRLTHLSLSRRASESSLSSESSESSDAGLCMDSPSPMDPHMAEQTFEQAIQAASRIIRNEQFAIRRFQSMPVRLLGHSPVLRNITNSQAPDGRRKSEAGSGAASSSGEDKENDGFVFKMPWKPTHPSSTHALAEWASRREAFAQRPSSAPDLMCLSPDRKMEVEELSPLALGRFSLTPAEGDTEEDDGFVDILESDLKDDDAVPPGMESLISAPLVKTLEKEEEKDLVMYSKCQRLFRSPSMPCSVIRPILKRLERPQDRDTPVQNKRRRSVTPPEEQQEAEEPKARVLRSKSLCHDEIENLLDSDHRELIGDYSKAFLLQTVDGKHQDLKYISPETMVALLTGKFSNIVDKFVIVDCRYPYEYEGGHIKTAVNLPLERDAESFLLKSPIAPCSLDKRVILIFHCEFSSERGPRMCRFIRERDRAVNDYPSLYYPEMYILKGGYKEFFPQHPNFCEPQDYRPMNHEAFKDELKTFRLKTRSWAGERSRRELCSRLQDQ
# Hsp90 block = displaces geldanamycin probe from tumor Hsp90; inhibition, % at 30 µM; P07900; 64,000 tested, 0.35% active; NCI-N417 lysate Hsp90, Cy3B-geldanamycin FP displacement;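 active means inhibition above 50%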;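 further: 0% = tracer plus lysate wells and 100% = tracer alone without lysate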
# RORa activator = RORA (human) activation; P35398; 65,000 tested, 1.5% active; CHO-K1 Gal4-RORA LBD luciferase reporter, luminescence; percent increase over mock-subtracted basal signal; activation, % at 10 µM;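 active means activation above the mean of all tested compounds plus 3 SD, cut at about 49% in these data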;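 further: 0% = DMSO-treated RORA cells and 100% = added signal equal to DMSO minus mock-transfected cells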
# FXIIa inh mix = factor XIIa (human) inhibition, mixture screen. P00748. purified FXIIa, fluorogenic substrate, pooled mixtures. inhibition, % at 5 µM. 62,000 tested, 0.2% active. AID 684; in the data active means inhibition above about 20%, passing the limit was not always enough;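 further: 0% = enzyme without compound and 100% = no enzyme blank; some results filed as inactive read as strong as hits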
# TNAP act mid DEA = activates human TNAP at intermediate phosphate acceptor concentration. P05186. purified TNAP, CDP-star luminescence, 100 mM DEA, 30 min; active compounds read high; scale: 0 levamisole-inhibited, 1 vehicle-only enzyme. 64,000 tested, under 10 active. activation factor at 20 µM;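 active means activation factor of at least 2 at 20 µM, relative to controls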
# An asterisk follows results filed as active; · = not tested or not shown; & = joins results of further samples.
SMILES,D1 allo mod,HER2 expr 66K,DUSP1 inh,SF-1 act,Cdc25B inh,Hsp90 block,RORa activator,FXIIa inh mix,TNAP act mid DEA
COc1ccc(OC)c(NC(=O)C2CCCN(S(=O)(=O)c3cccc4nsnc34)C2)c1 (configuration not stated),-0.41,69,8,-2,-9,2,0,6,1
Nc1c(C(=O)N2CCCCC2)sc(=S)n1-c1ccccc1,0.18,76,3,4,5,-3,-3,10,0.9
O=C(Nc1cccc(F)c1)NC1CC2CCCC(C1)N2C1CC1 (configuration not stated),-3.1,112,-12,33,19,3,-11,2,0.9
Nc1nc2ccc(OC(F)(F)F)cc2s1,5.2,87,-6,22,-8,-2&0,-2,6,0.8
C=CCc1cccc2cc(C(=O)NC)c(=O)oc12,0.32,-18*,9,8,-20,-7,-20,3,0.9
CCC1CCCCN1C(=O)C1CC(c2cc(Cl)c(OC)cc2OC)=NO1 (configuration not stated),-0.77,114,4,27,1,-5,20,-6,0.9
O=S(=O)(c1ccccc1C(F)(F)F)N1CCOCC1,4.9*,88,7,-14,5,-3,10,9,1
Cc1ccc(O)c(NC(=O)COc2cc(C)ccc2C)c1,-1.9,127,-2,-11,-1,-3,15,-2,0.9
CCOC(=O)c1cc2sc(C)cc2n1CC(=O)N1CCOCC1,0.06,107,0,-13,2,-7,37,7,0.9
CCc1ccc(NC(=O)c2cnc3scc(C)n3c2=O)cc1,-0.77,73,18,21,-2,-3,44,4,1
CCCCN(C)CCCNC(=O)Cn1c(=O)sc2ccccc21,·,81,3,11,0,·,-13,20,0.9
O=C(c1cccn2c(=O)c3ccc(Cl)cc3nc12)N1CCN(Cc2ccc3c(c2)OCO3)CC1,1.2,105,64*,9,-6,2,18,3,1
Cc1csc2ncc(C(=O)NC(C)c3ccccc3)c(=O)n12 (configuration not stated),·,77,2,10,-1,-1,-6,13,1
COc1cccc(-n2nnnc2SCC(=O)Nc2cccc(C)n2)c1,·,102,1,-1,0,-1,-5,0,0.9
O=C1CC(c2ccc(S(=O)(=O)NCc3ccncc3)cc2)CN1 (configuration not stated),·,·,-3,-12,-3,-4,-16,-4,0.9
O=C(NCC(c1cccnc1)N1CCN(c2ccccc2F)CC1)C1CCCCC1 (configuration not stated),-0.32,86,15,6,7,1,-9,9,0.9
O=C(NCCS(=O)CCNC(=O)C(F)(F)F)C(F)(F)F,-0.27,85,7,-11,23,0,13,4,0.9
Cc1cccc2c(=O)cc(C)n(CC(=O)N3CCCCC3)c12,0.5,105,-7,4,1,2,-20,2,0.9
CCCC(=O)Nc1nnc(CC(=O)N2CCCC2)s1,0.18,84,-3,8,-11,-1,4,3,0.9
Cc1ccc(S(=O)(=O)NC2=NCN(CCc3ccccc3)CN2)cc1,·,104,-10,-4,0,-4,2,1,1.1
Cn1nnc2cc(C(=O)NCCC3=CCCCC3)ccc21,-2.5,102,12,50*,4,-17,18,3,0.9
CC(C)CC(=O)N(c1ccc(F)cc1)C1C=CS(=O)(=O)C1 (configuration not stated),-1.4,115,6,16,-3,-4,36,9,1
CCc1cccc2c(C#N)cn(CC(=O)NCCOC)c12,3*,118,-5,-11,-2,-1,-10,0,0.9
COc1ccccc1N/C(N)=N/c1nc(CSc2ccc(C)cc2)cc(=O)[nH]1,-1.1,96,-14,-29,-3,-4,6,2,1
CC(C)CC(=O)Nc1nnn(C)n1,0.33,99,0,38,1,-4,-9,11,0.9
CCCN(CCC)CCCNC(=O)CC1Nc2ccccc2NC1=O (configuration not stated),0.51,88,-9,-19,10,1,2,9,1
CCCNC(=O)c1c[nH]c2ccc(S(=O)(=O)N(C)c3ccc(OCC)cc3)cc2c1=O,-1.1,92,21,2,7,0,-15,3,0.9
Cc1ccc(S(=O)(=O)N2CCC(C(=O)OCC(=O)N3CC(=O)Nc4ccccc43)CC2)cc1,-0.26,92,19,-9,-7,1,6,13,0.9
COc1ccc(C2=NOC(C(=O)N3CCN(c4ccccc4OC)CC3)C2)cc1 (configuration not stated),-3.5*,101,2,18,-3,-5,-14,8,1
Cc1nc2nc(C)c(CCC(=O)N3CCN(c4ccccn4)CC3)c(C)n2n1,0.011,98,22,12,-3,-2,5,8,1
CCC(CC)C(=O)N1c2ccc(F)cc2CCC1C (configuration not stated),-0.91,72,6,-18,-13,-3,-19,10,1
COc1cc(OC)cc(C(=O)Nn2cc(C(=O)N3CCN(C)CC3)c3ccccc3c2=O)c1,2.9*,74,13,-2,-9,·,6,7,0.9
Cc1cc(C(=O)NCc2cccs2)n(-c2ccccc2)n1,1.4,100,9,-19,-6,-2,-17,0,0.9
Cc1c(Cl)cccc1N(CC(=O)O)S(C)(=O)=O,-0.0034,85,-2,-4,-6,-1,-10,6,0.8
CC(C)(C)c1nnc2sc(SCC(=O)c3cccs3)nn2c1=O,0.0086,·,12,6,-4,·,-27,4,0.9
Cc1cc(NC(=O)CCC(=O)N(CCc2ccccc2)C(C(=O)NC2CCCC2)c2ccco2)no1 (configuration not stated),0.19,73,25,-6,2,-1,-13,0,0.9
Cc1cc(C)c(C#N)c(N2CCCC2)n1,3.2,112,18,-2,-9,0,-6,-1,0.9
CCCCN(C)C(=O)c1c[nH]c2ccc(S(=O)(=O)N3CCOCC3)cc2c1=O,0.56,67,10,11,1,1,0,6,1
COc1ccccc1N1CCN(C(=O)CSc2nc(-c3ccco3)cc(C(F)(F)F)n2)CC1,-0.95,130,29,1,-13,-2,-11,-3,0.9
COc1cc(C2=NOC(C(=O)N3CCCc4ccccc43)C2)cc(OC)c1OC (configuration not stated),-0.18,125,6,-9,-6,-2,-9,-4,0.9
CC(C)(O)/C=C1/Oc2ccccc2C1N1CCCCC1 (configuration not stated),0.97,75,-23,-4,-4,-2,-23,19,0.9
C/C=C/CSc1nc2c(c(=O)[nH]c(=O)n2C)n1CCC,14*,90,20,7,4,-2,14,4,0.9
CCc1ccc(NC(=O)CSC2=C(C#N)C(c3ccc4c(c3)OCO4)CC(=O)N2)cc1 (configuration not stated),·,93,-35,-1,-5,4,-7,·,0.9
N=c1c(C(=O)NCc2ccccc2)cc2c(=O)n3ccccc3nc2n1Cc1ccco1,-0.49,95,1,7,1,-7,-10,-22,0.7
Cc1ccc(-n2ncc3c(=O)n(CC(=O)N4CCCCCC4)cnc32)cc1,·,111,-10,34,-10,-5,1,2,1
Cn1c2ccccc2c2c(C(=O)N3CCN(c4ccc(F)cc4)CC3)cn(C3CCCC3)c(=O)c21,0.4,54,8,10,1,-4,24,15,0.9
O=C(Nc1ccc2c(c1)OCO2)C1CC(c2ccccc2Cl)=NO1 (configuration not stated),0.053,111,-2,3,-14,38,-20,3,0.9
CC(Oc1ccccc1)C(=O)N1CCCc2ccccc21 (configuration not stated),0.31,69,-13,-12,0,1,10,4,0.9
C=CCOC(=O)COc1ccc2c(C)c(C)c(=O)oc2c1,0.94,138,4,-7,-9,0,14,5,0.9
CCOC(=O)Cc1nnc(NC(=O)c2ncn[nH]2)s1,0.015,·,2,-16,-5,-5,-13,4,1
CCc1c(O)nc(SCC(N)=O)n(-c2ccccc2F)c1=O,-0.032,97,5,6,-12,-16,-2,1,1
Cc1c(C)[n+](=O)c2c(n1[O-])CCCCC2,-0.97,150,-21,-12,-3,0,-23,-5,0.8
COc1ccccc1-n1cnc2cc(NC(C)=O)ccc21,0.98,89,1,3,2,-1,-5,9,0.9
Cc1ccc(Cl)c(OCC(=O)Nc2ccc3c(c2)OCCO3)c1,-0.78,91,1,34,-6,-2,21,1,1
Cc1ccc2cc3c(NC(=O)c4ccco4)nn(CC(C)C)c3nc2c1,1.2,56,-19,13,1,-3,0,-6,0.9
O=C(CC(C(=O)O)C1CCCO1)NCCc1ccc2c(c1)OCO2 (configuration not stated),-0.56,109,4,26,15,-2,5,-19,0.9
COc1ccc(CNC(=O)NC2CCCCC2)cc1,-0.047,105,4,50*,-25,2,4,-14,0.9
CCOc1ccc(C(=O)NCC(=O)OC(C)C(=O)NCc2ccco2)cc1OCC (configuration not stated),6*,100,25,-1,-24,-1,-14,6,0.9
Cc1c(OCC(=O)OC(C)(C)C)ccc2c3c(c(=O)oc12)CCC3,·,106,25,-8,3,-2,-7,3,0.9
COc1ccccc1N1CCN(C(=O)C2CCCO2)CC1 (configuration not stated),-0.041,110,7,-9,-18,-5,16,-13,0.9

# Part of the list above in another layout:
# Below each compound: D1 allo mod | HER2 expr 66K | DUSP1 inh | SF-1 act | Cdc25B inh | Hsp90 block | RORa activator | FXIIa inh mix | TNAP act mid DEA
Cc1ccc(Cl)c(OCC(=O)Nc2ccc3c(c2)OCCO3)c1
 : -0.78 | 91 | 1 | 34 | -6 | -2 | 21 | 1 | 1
Cc1ccc2cc3c(NC(=O)c4ccco4)nn(CC(C)C)c3nc2c1
 : 1.2 | 56 | -19 | 13 | 1 | -3 | 0 | -6 | 0.9
O=C(CC(C(=O)O)C1CCCO1)NCCc1ccc2c(c1)OCO2 (configuration not stated)
 : -0.56 | 109 | 4 | 26 | 15 | -2 | 5 | -19 | 0.9
COc1ccc(CNC(=O)NC2CCCCC2)cc1
 : -0.047 | 105 | 4 | 50* | -25 | 2 | 4 | -14 | 0.9
CCOc1ccc(C(=O)NCC(=O)OC(C)C(=O)NCc2ccco2)cc1OCC (configuration not stated)
 : 6* | 100 | 25 | -1 | -24 | -1 | -14 | 6 | 0.9
Cc1c(OCC(=O)OC(C)(C)C)ccc2c3c(c(=O)oc12)CCC3
 : · | 106 | 25 | -8 | 3 | -2 | -7 | 3 | 0.9

# (continued)
SMILES,D1 allo mod,HER2 expr 66K,DUSP1 inh,SF-1 act,Cdc25B inh,Hsp90 block,RORa activator,FXIIa inh mix,TNAP act mid DEA
O=C(CCCNS(=O)(=O)c1ccccc1)NCc1ccco1,0.15,91,1,0,-2,1,-7,1,0.9
Cc1ccnc2nc(C(=O)OCCOc3cccc(Br)c3)nn12,0.75,93,11,-6,21,-1,-2,1,0.9
Cc1oc(-c2ccc(Cl)cc2)nc1CN1CCCC(C(=O)NCc2ccccn2)C1 (configuration not stated),-0.022,89,13,-6,-6,-1,-17,8,1.1
COc1cc(CN2CCC(C(=O)N3CCC(C)CC3)CC2)cc(Br)c1O,-0.64,72,9,27,-1,0,-2,-3,1
COc1ccc2c3c(cccc13)NN=C2C,-0.15,90,12,3,-5,86*,-7,1,0.8
Cc1ccc(CS(=O)(=O)CCC(=O)NCCCN2CCCC2=O)cc1,-0.24,75,7,8,29,2,3,22*,0.9
CCN1CCc2c(sc(N)c2C#N)C1,-0.36,63,-5,-2,1,-51,26,-19,0.9
CCOC(=O)CSC1=C(C#N)C(c2ccc(C)s2)CC(=O)N1 (configuration not stated),0.78,43,6,26,1,-2,54*,8,0.9
Clc1ccc(OCc2nnc(-c3ccccc3Br)o2)c(Cl)c1,-0.3,66,9,30,2,0,90*,15,0.9
CCOCC(=O)N1CCN(c2ccc(F)cc2)CC1,-0.44,87,1,17,-9,-7,-19,7,1
O=C(c1ccc2c(c1)OCO2)N(CC1CCCO1)C1(C(=O)NC2CCCC2)CCCCC1 (configuration not stated),-2.4,223,6,-5,-4,·,-24,-18,0.9
Cc1ccnc(N2CCN(c3c4c(c(C#N)c5nc6ccccc6n35)CCC4)CC2)c1,-0.28,108,8,4,3,-4,-14,·,1
CC(=O)NC(CC(=O)NCC(c1ccco1)N(C)C)c1ccccc1 (configuration not stated),-1.5,82,8,-2,-6,·,4,-17,0.9
Cc1ccc(-c2[nH]nc3c2C(c2cccnc2)C(C#N)=C(N)O3)cc1 (configuration not stated),14*,101,13,-4,-13,-3,-1,9,0.9

# Copied from the list:
# TNAP act mid DEA with COc1ccc2c3c(cccc13)NN=C2C is entered as 0.8
# FXIIa inh mix with CC(Oc1ccccc1)C(=O)N1CCCc2ccccc21 (configuration not stated) is entered as 4

# Assay outcomes deposited in PubChem by several laboratories.
